From PubChem BioAssay
PP5 primary – blocks human protein phosphatase 5 activity | actives 0.18% (n = 320,000) | inhibition, % at 6.7 µM | purified PP5c, OMFP substrate fluorescence;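 active = inhibition above the campaign's mean inhibition across all tested compounds plus 3 SD, cut at about 9.5% in these data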;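 note: 0% = DMSO only and 100% = 100 µM cantharidin control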
proCasp3 act – procaspase-3 (human) activation. actives 0.11% (n = 330,000). recombinant procaspase-3 D3A, Ac-DEVD-pNA absorbance 405 nm. P42574. AID 463141. activation, % at 8.5 µM;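 active = activation above the mean of all tested compounds plus 3 SD, cut at about 21% in these data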;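 note: 0% = DMSO alone and 100% = DMSO wells spiked with extra 5 µM PC-3 D3A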
Target sequence (P42574 whole entry D9A/D28A/D175A): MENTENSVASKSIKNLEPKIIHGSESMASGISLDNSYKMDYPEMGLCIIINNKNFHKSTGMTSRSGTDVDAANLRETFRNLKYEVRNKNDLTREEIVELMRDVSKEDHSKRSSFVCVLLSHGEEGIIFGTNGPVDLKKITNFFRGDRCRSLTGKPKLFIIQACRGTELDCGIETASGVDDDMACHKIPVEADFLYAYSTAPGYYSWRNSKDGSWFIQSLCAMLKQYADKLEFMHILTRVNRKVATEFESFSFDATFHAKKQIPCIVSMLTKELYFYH
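Assay system – Procaspase-3 D3A mutant, all three cleavage aspartates alanine · Controls – DMSO-only low control, 5 µM PC-3 D3A high control · Schedule – 1 h compound preincubation, 2 h substrate hydrolysis at 25 °C · Signal – 405 nm absorbance of p-nitroaniline, reads at 0 and 120 min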
proCasp7 act – counter-screen: procaspase-7 (human) activation | P55210 | recombinant procaspase-7, Ac-DEVD-pNA absorbance 405 nm; D23A/D198A/D206A triple mutant, cannot self-cleave; scale: DMSO 0, 5 µM enzyme 100 | activation, % at 8.5 µM | actives 0.093% (n = 330,000) | AID 463210;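 active = percent activation above the screen-wide mean plus 3 SD, cut at about 25% in these data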
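Assay system: Uncleavable procaspase-7 mutant enzyme / Input: 2 µM procaspase-7 mutant as dispensed / Dosing: single nominal 8.5 µM compound dose, 0.8% DMSO final / Timing: 1 h enzyme–compound preincubation and 2 h substrate reaction, both 25 °C / Detection: p-Nitroaniline absorbance at 405 nm, read at 0 and 120 min / Replication: singlicate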
HCV core dimer – HCV core protein dimerization inhibition | inhibition, % at 5 µM | actives 0.33% (n = 300,000) | TR-FRET GST/Flag-core106 dimerization, 1536-well;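 active = inhibition above the mean of all tested compounds plus 3 SD, set per screening campaign, cut at about 45% in these data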
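System: GST-tagged and Flag-tagged HCV core protein residues 1-106 / Input: core106 proteins, GST 13.5 nM and Flag 17 nM / Buffer or medium: KF-containing HEPES buffer, pH 7.45, DTT, CHAPS, BSA / Probe or stimulus: Eu-anti-GST and XL665-anti-Flag labelled anti-tag antibodies / Schedule: 4 h, 22.5 °C incubation / Technique: TR-FRET 671 and 617 nm emission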
TPT1 inh – inhibitors of Candida albicans tRNA 2'-phosphotransferase TPT1. recombinant caTPT1, FP RNA substrate dephosphorylation. inhibition, % at 5 µM. actives 0.81% (n = 300,000). AID 1962;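 active = inhibition above the mean of all tested compounds plus 3 SD, set per screening campaign, cut at about 24% in these data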;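 note: plate controls were DMSO alone for no effect and ferristatin control at 100 nM for full effect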
CTSL1 counter – counter-screen for PFM18AAP inhibitors: inhibitors of F. hepatica cathepsin L1. recombinant F. hepatica cathepsin L1, Z-Leu-Arg-MCA fluorescence. inhibition, % at 5.96 µM. actives 0.49% (n = 300,000);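 active = inhibition above the mean of all tested compounds plus 3 SD, set per screening campaign, cut at about 17% in these data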;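 note: 0% = plate median of test compound wells and 100% = 1 µM Z-Phe-Ala-diazomethylketone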
PP1 counter – counter-screen for PP5 inhibitors: inhibitors of human PP1-alpha; P62136; purified PP1alpha, OMFP fluorescence; inhibition, % at 6.7 µM; actives 0.9% (n = 320,000);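 active = inhibition above the mean inhibition of all tested compounds plus 3 SD, computed separately for each screening campaign, cut at about 15% in these data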
Target sequence (P62136 whole entry, looked up): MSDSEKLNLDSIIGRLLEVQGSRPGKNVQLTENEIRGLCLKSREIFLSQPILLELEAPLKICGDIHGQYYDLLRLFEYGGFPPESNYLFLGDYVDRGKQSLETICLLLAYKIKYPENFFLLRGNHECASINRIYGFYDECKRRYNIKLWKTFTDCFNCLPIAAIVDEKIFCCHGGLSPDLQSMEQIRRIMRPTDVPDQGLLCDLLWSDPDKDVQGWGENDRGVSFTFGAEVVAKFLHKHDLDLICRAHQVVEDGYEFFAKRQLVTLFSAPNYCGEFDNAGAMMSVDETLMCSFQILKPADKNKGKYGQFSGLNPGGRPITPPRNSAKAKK
GASC-1 inh – inhibitors of human GASC-1 (JMJD2C) demethylase; Q9H3R0; GST-JMJD2C(1-420) H3K9me3 demethylation, DELFIA europium; inhibition, % at 2.35 µM; actives 0.069% (n = 330,000); AID 2099;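 active = more than half of a compound's replicate wells show inhibition beyond 50%, single wells judged on their own value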;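 note: signal counts dimethyl H3K9 product captured on neutravidin plate; 0% = median of DMSO wells and 100% = 0.3 times that DMSO median; strong numbers were not always called active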
Target sequence (Q9H3R0 1-420 limits assumed): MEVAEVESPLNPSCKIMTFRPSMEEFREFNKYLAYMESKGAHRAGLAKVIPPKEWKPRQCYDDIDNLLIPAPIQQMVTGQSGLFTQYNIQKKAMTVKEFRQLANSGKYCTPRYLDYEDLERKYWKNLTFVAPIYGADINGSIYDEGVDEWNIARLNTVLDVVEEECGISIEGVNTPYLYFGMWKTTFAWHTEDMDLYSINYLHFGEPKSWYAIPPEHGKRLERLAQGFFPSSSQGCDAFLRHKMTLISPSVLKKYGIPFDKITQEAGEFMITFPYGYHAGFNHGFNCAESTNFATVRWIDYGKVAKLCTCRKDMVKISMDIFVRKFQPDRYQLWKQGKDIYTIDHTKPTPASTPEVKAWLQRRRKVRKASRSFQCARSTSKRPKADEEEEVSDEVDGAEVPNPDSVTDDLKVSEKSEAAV
Efflux pump inh – inhibitors of Candida antifungal efflux pumps expressed in yeast. S. cerevisiae Candida pump triplex, Nile Red efflux. inhibition, % at 10 µM. actives 0.44% (n = 330,000). AID 485275;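 active = plate passing quality check with inhibition over a set limit, or well fluorescence over plate mean plus 4 SD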;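 note: Nile Red retained in pooled yeast measured as flow cytometry median fluorescence; 0% = buffer negative control and 100% = Enniatin B positive control; higher means more Nile Red kept so more efflux inhibition; some compounds called inactive have numbers as strong as hits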
* marks the source's active call; other numbers are inactive results; x = no result given; & = joins results of further samples.

Molecule	PP5 primary	proCasp3 act	proCasp7 act	HCV core dimer	TPT1 inh	CTSL1 counter	PP1 counter	GASC-1 inh	Efflux pump inh
CN(Cc1ccccc1)c1ccc(C(CC(N)=O)NC(=O)c2ccc(Br)cc2)cc1[N+](=O)[O-] (configuration not stated)	4.5	4	-13	4	2	-1	11	-11	0.1
O=C(O)c1ccc(NC(=O)c2cccc(NC(=O)c3cccs3)c2)cc1	1.4	8	14	6	2	-3	0	-7	-0.1
COCc1[nH]nc2c1C1(CCC3(CC1)OCCO3)C(C#N)=C(N)O2	1.8	10	1	-4	-1	0	1	-4	0.3
CCN(CC)S(=O)(=O)c1c(OC)cc(C)c(Cl)c1C	-0.9	6	9	5	-1	3	-6	-1	-0.1
CCCn1nc(C(=O)NCCN2CCOCC2)c2ccccc2c1=O	1.9	7	-2	-4	1	-2	3	3	0.1
COC(=O)c1ccc(NC(=O)c2ccccc2SC)cc1	1.0	3	-9	0	2	3	-4	3	-0.1
CCCn1c(SCC(=O)c2c[nH]c3ccccc23)nnc1-c1ccncc1	0.9	-5	-9	-14	2	-2	1	2	0.2
COc1ccc(N2CCN(C(c3ccco3)c3sc4nc(C)nn4c3O)CC2)cc1 (configuration not stated)	1.4	-6	4	-3	-1	-1	-4	-19	0.0
Clc1ccc(CN2CCN(c3ncccn3)CC2)cc1	3.4	0	-10	-6	0	-5	3	18	0.1
c1cc(-c2noc(CC3CCCCC3)n2)ccn1	2.2	4	6	2	3	3	-1	1	0.0
COc1ccccc1NC(=O)CN1CCN(CC(=O)Nc2ccc(S(N)(=O)=O)cc2)CC1	-1.3	3	11	0	-2	4	1	-5	0.0
CCOC(=O)N1CCN(C(=O)CSc2nnc(-c3ccc(C)c(C)c3)o2)CC1	-1.0	-3	1	-8	-3	-1	-1	-1	0.1
CCC(=O)Nc1cccc(C2=NOC3(C2)C[C@@H](C(N)=O)N(C(=O)c2ccccc2C(=O)c2ccccc2)C3)c1 (some centres not stated)	-1.5	2	-4	-11	-2	4	4	1	-0.1
Cc1ccc(/C=N/NC(=O)C(C)Oc2cccc3ccccc23)o1 (configuration not stated)	1.6	2	-3	16	-5	-5	0	15	0.0
CN1CCN(c2ccc(S(=O)(=O)N3CCOCC3)cc2NC(=O)CC(C)(C)C)CC1	2.2	4	5	x	x	x	-3	-7	0.0

(continued)
Molecule	PP5 primary	proCasp3 act	proCasp7 act	HCV core dimer	TPT1 inh	CTSL1 counter	PP1 counter	GASC-1 inh	Efflux pump inh
O=S(=O)(NCc1ccc2c(c1)OCO2)c1cccc(S(=O)(=O)N2CCOCC2)c1	-0.2	8	-6	4	2	0	0	-13&14	-0.2
O=C(CCNC(=O)c1ccc(Br)o1)NCc1ccccc1Cl	1.2	-7	4	-8	-1	-2	-1	4	-0.1
Oc1ccccc1Oc1c(F)c(F)nc(N2CCCC2)c1F	1.8	2	7	25	-1	5	1	0	0.0
Cc1ccc(NC(=S)NC(NC(=O)c2ccco2)C(Cl)(Cl)Cl)cc1 (configuration not stated)	4.5	0	-15	0	0	1	2	10	0.2
CSCCC(NC(=O)c1cccc(C)c1)C(=O)Nc1sccc1C(N)=O (configuration not stated)	1.4	-15	-16	-20	2	14	-8	0	-0.2
CCOc1ccc(NC(=O)CSC2=NCCN2)cc1	2.2	-2	-9	-5	-4	0	-1	-4	0.0
CCCCn1c(N)c(N(CCOC)C(=O)C2CCN(c3ncnc4sc(C)c(C)c34)CC2)c(=O)[nH]c1=O	0.0	-5	14	3	2	7	-2	4	0.3
CCCCOc1ccc(C(C)NC(=O)CCS(=O)(=O)Cc2ccccc2Cl)cc1 (configuration not stated)	0.3	6	3	5	0	3	-2	2	-0.1
Cc1snc(SCc2ccc(Cl)cc2)c1C#N	-0.7	4	0	5	2	4	0	-20	0.1
COC(=O)c1cc2occc2n1Cc1nc(-c2ccccc2C)oc1C	1.8	-3	-9	-39	0	-4	-2	-4	0.3
CCOC(=O)CSc1nnc(Cc2cc(=O)[nH]c(=O)[nH]2)n1-c1ccc(Cl)cc1	-1.3	5	-3	6	-8	0	4	-1	0.3
O=C1Nc2c(Br)cc(Br)c3cccc1c23	2.6	5	-4	10	0	-2	5	0	0.0
O=C(CC(c1ccccc1)(c1ccccc1)c1ccccc1)N[C@@H](Cc1ccc(O)cc1)C(=O)O	2.3	1	15	17	1	5	2	1	-0.1
C=C(C)Cn1c(SCC(=O)O)nnc1-c1ccc(OC)cc1	1.2	7	-3	-6	-2	-3	-1	-12	-0.1
Cc1c(C(=O)Nc2cccc3cccnc23)oc2ccccc12	0.7	4	8	-1	-2	0	-4	x	0.0

Additional results.
Molecule	PP5 primary	proCasp3 act	proCasp7 act	HCV core dimer	TPT1 inh	CTSL1 counter	PP1 counter	GASC-1 inh	Efflux pump inh
O=C(CCC(=O)OCc1cccc([N+](=O)[O-])c1)Nc1ccc(F)cc1	3.0	7	0	-6	4	-14	-2	7	0.1
COCCN(C(=O)COC(=O)c1cccs1)c1c(N)n(Cc2ccccc2)c(=O)[nH]c1=O	3.6	5	8	-4	-1	1	1	-3	0.0
COc1ccc(CN2CCNC(=O)C2CC(=O)NCc2cn[nH]c2-c2ccccc2)c(F)c1 (configuration not stated)	0.5	6	6	4	0	-4	4	24	-0.2
CCc1nn2c(=O)c(S(=O)(=O)Nc3ccc(Cl)cc3)c(C)nc2s1	1.5	-2	-8	-12	-2	0	-1	11	0.2
Cc1ccc(C(=O)O)cc1NC(=S)NC(=O)c1ccc(-c2ccccc2)cc1	3.2	4	2	12	-3	-1	2	-17	0.1
O=C(CSCc1ccc([N+](=O)[O-])cc1)NN=C1CCCCCC1	2.4	10	3	-9	-5	-1	-2	-7	-0.1
Cc1ccccc1OCc1nc2c3cnn(C)c3ncn2n1	1.1	2	23	-1	0	-1	-4	9	0.3
CCC(C)(C)NC(=O)C(c1ccc(C)cc1)N(CC1CCCO1)C(=O)CNC(=O)c1cccs1 (configuration not stated)	4.8	-6	-8	5	-1	-1	-2	1	0.1
Cc1cccc(OCc2nnc(SCC(=O)c3cccs3)n2C)c1C	2.4	7	-2	7	-1	1	-5	-9	0.2
COc1ccc(N2CCN(C(=O)c3ccc(Oc4ccc(C(F)(F)F)cn4)cc3)CC2)cc1	3.6	5	-8	4	-2	6	1	-6	0.1
C[C@H](CO)N1C[C@H](C)[C@@H](CN(C)C(=O)NC2CCCCC2)Oc2ccc(NS(=O)(=O)c3cccs3)cc2C1=O	x	11	3	x	x	x	x	-16	-0.2
Cc1ccc(S(=O)(=O)N2CCN(C(=O)CC(C)n3nc(C)c(Cl)c3C)CC2)cc1 (configuration not stated)	2.7	5	1	-2	-1	2	1	5	0.1
CCc1cc(=O)oc2c3c(cc(OCC(=O)NCCCCCC(=O)O)c12)OC(C)(C)CC3	0.0	1	10	4	-1	3	-1	5	0.1
Cc1ccc(OCC(=O)Nc2ccc(C)c(S(=O)(=O)N3CCCCC3)c2)c([N+](=O)[O-])n1	0.3	-8	4	10	-1	-7	4	-6	-0.1
OC(C#CCN1CCOCC1)c1cccs1 (configuration not stated)	3.6	3	6	4	0	2	-7	-3	0.3

A second format for part of the listing above:
canonical_smiles: C[C@H](CO)N1C[C@H](C)[C@@H](CN(C)C(=O)NC2CCCCC2)Oc2ccc(NS(=O)(=O)c3cccs3)cc2C1=O
  PP5 primary = x	proCasp3 act = 11	proCasp7 act = 3	HCV core dimer = x	TPT1 inh = x	CTSL1 counter = x	PP1 counter = x	GASC-1 inh = -16	Efflux pump inh = -0.2

canonical_smiles: Cc1ccc(S(=O)(=O)N2CCN(C(=O)CC(C)n3nc(C)c(Cl)c3C)CC2)cc1 (configuration not stated)
  PP5 primary = 2.7	proCasp3 act = 5	proCasp7 act = 1	HCV core dimer = -2	TPT1 inh = -1	CTSL1 counter = 2	PP1 counter = 1	GASC-1 inh = 5	Efflux pump inh = 0.1

Continuation:
Molecule	PP5 primary	proCasp3 act	proCasp7 act	HCV core dimer	TPT1 inh	CTSL1 counter	PP1 counter	GASC-1 inh	Efflux pump inh
CC(NS(=O)(=O)c1ccc(CCC(=O)N2CCN(C)CC2)cc1)c1ccccc1 (configuration not stated)	-0.3	7	5	4	2	-9	-4	-24	0.1
Cc1ccc(SCCNC(=O)c2ccc([N+](=O)[O-])c(C)c2)cc1	1.3	-4	-1	-5	4	-7	-2	15	0.1
Cc1ccc(OCC(=O)NNC(=O)CCc2ccccc2)c(Br)c1	-0.5	-2	2	-15	-5	0	-6	0	0.1
COc1ccc(CN(CC(=O)NC2CCCCC2)C(=O)CCCC(=O)Nc2ccccn2)cc1	1.4	7	-5	-11	3	0	-6	-17	0.1
Cc1ccc2nc(N3CCN(c4ccccc4)CC3)c(C=O)c(=O)n2c1	3.5	0	4	-7	1	1	-2	0	0.3
Cc1cccc(C(=O)NCc2nnc(SCC(=O)NC3CCCC3)n2C)c1	-0.4	4	6	-2	2	4	-1	-26	0.0
COc1cccc(N2CC(C(=O)Nc3c(C(N)=O)oc4ccccc34)CC2=O)c1 (configuration not stated)	-2.8	8	7	-2	-2	1	-4	3	0.0
NNC(=O)CNC(c1ccccc1)c1cc(Br)ccc1NC(=O)c1ccc(Br)cc1 (configuration not stated)	0.2	4	2	4	2	-1	2	3	-0.1
CC(C)(C)NC(=O)NC(=O)CSc1n[nH]c(-c2ccccc2Br)n1	-0.8	0	3	-3	-2	-7	-1	-3	0.2
COC(=O)c1[nH]c2ccccc2c1NC(=O)C(C)N1CC(C)OC(C)C1 (configuration not stated)	0.1	4	-1	4	-2	4	-6	-10	0.0
O=S(=O)(Nc1cccc(C(F)(F)F)c1)c1cccnc1	0.3	5	-3	1	1	7	-2	-4	0.1
COC(=O)Cn1c(=NC(=O)c2cc(OC)cc(OC)c2)sc2cc(OC)ccc21	-0.3	-1	10	7	1	5	-1	6	-0.2
N/C(=N\c1nc2ccccc2o1)NC(=O)c1ccccc1NC(=O)c1ccccc1	0.6	-5	12	20	-4	1	-5	-7	0.0
Cc1cn(S(=O)(=O)c2ccc(Br)c3ccccc23)cn1	2.8	-6	2	33	1	-4	-5	-16	0.1
CN(C)c1cc(Nc2ccc(O)cc2)c([N+](=O)[O-])c2nonc12	-1.3	-3	1	0	-1	10	-2	24	0.0
N#CCCN1CCN(S(=O)(=O)c2ccc(C3CCCCC3)cc2)CC1	1.0	5	15	x	x	x	-2	8	-0.1
COc1nc(SCC(=O)Nc2ccccc2Cl)nc(N(C)C)n1	-2.6	-3	7	-1	1	2	-2	12	0.0
CCOc1ccc(OCC)c(NC(=O)C2CCCN(S(=O)(=O)c3cnc[nH]3)C2)c1 (configuration not stated)	3.6	7	5	-1	-7	2	-2	-2	-0.1
